# TDP1 inh: blocks human tyrosyl-DNA phosphodiesterase 1; Q9NUW8; Potency, µM (titrated, usually from 130 µM), for the others: at the highest dose activity change, negative = inhibition, actives largely listed as inhibitors; recombinant TDP1, AlphaScreen DNA substrate cleavage; actives 0.28% (n = 350,000); further: nearly all actives have a fitted effect of over 40% in size
# Target sequence (Q9NUW8 whole entry, looked up): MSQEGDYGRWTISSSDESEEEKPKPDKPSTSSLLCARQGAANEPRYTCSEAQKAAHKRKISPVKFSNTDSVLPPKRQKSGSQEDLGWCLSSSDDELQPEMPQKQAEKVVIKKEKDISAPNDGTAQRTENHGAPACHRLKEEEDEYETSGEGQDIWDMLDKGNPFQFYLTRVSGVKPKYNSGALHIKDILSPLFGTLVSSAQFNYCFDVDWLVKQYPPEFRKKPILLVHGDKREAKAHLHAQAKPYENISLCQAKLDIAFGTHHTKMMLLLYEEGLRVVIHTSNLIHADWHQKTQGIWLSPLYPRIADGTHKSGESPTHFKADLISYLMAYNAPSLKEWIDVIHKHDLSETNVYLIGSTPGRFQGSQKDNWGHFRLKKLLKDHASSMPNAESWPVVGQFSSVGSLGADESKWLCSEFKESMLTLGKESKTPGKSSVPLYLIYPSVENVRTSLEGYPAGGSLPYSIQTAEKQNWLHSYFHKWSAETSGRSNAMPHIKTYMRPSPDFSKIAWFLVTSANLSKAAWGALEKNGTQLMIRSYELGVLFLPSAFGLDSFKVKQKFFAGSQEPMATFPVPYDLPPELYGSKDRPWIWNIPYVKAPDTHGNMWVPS
#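 Steps: enzyme plus compound, 15 min RT; add biotin/phosphotyrosine-FITC oligonucleotide (15 nM final), react 5 min; add donor/acceptor beads (10 ug/ml final), 10 min; read AlphaScreen. Tdp1 at 1 nM final.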
# DT40 TDP1 no CPT: qHTS for Inhibitors of human tyrosyl-DNA phosphodiesterase 1 (TDP1): qHTS in cells in absence of CPT | DT40 Tdp1-/- hTDP1 cells, no CPT, ATP luminescence, 48 h | Potency, µM (titrated, usually from 46.2 µM), for inactives: at the top dose activity change, negative = growth inhibition, actives largely listed as inhibitors | actives 15% (n = 420,000) | AID 686978, 2013; further: nearly all actives have a fitted effect of over 55% in size
#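 A cellular qHTS used chicken DT40 cells lacking endogenous Tdp1 but carrying stably transfected human TDP1. Compounds were applied without camptothecin, and cell growth kinetics were judged by ATP-dependent luminescence after ≥48 hr.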
# N370S GC mod: N370S glucocerebrosidase modulation, Gaucher chaperone candidate; AID 2101; N370S GC spleen homogenate, 4MU-glucoside fluorescence; Potency, µM (highest dose often 59.4 µM), for the others: at the highest dose activity change, negative = inhibition, hits mostly inhibitors; actives 0.092% (n = 330,000);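 further: 0% = full enzyme activity and -100% = no enzyme basal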
# * marks the source's active call; other numbers are inactive results; ? = inconclusive; . = no result given; & = joins results of further samples; [ ] = remark or other dose. The call rests on the fitted dose curve; in most records, active means well fitted curve in the direction sought with a large enough effect; inconclusive means small, poorly fitted or top-dose-only effect, or another doubt; inactive means no such curve, though single readings can be large; an effect the other way counts as inactive or inconclusive. Unless noted, on the % scale 0 is the no-effect control and ±100 the full control effect; potency means the concentration at half of the fitted maximal effect. Not all compounds are listed, so the mix of outcomes need not match the whole.
# Preview (seven entries):
SMILES,TDP1 inh,DT40 TDP1 no CPT,N370S GC mod
O=C1N=c2ccccc2=C1c1c(O)n(-c2cccc(F)c2)[nH]c1=O,-6%,?,0%
CCn1cc(C(=O)N[C@@H](C)C(=O)OC)c(=O)c2cc3c(cc21)OCO3,.,-15%,5%
CC(=O)N1CCN(C(=O)CCc2nc3sc4c(c3c(=O)[nH]2)CCCC4)CC1,1%,-10%,-8%
O=C(/C=C/c1ccco1)Nc1cccnc1Cl,-11%,?,-6%
CN1CCN(c2ncc3nc(-c4cc(F)cc(F)c4)c(=O)n(-c4ccccc4)c3n2)CC1,.,-18%,4%
Cc1c(Cl)cccc1NC(=O)CSCC(N)=O,-2%,-5%,-16%
COC(=O)c1c(C)[nH]c(C(=O)OCc2csc(CC(=O)Nc3ccccc3C)n2)c1C,-1%,?,.

# Results (from the top)
SMILES,TDP1 inh,DT40 TDP1 no CPT,N370S GC mod
O=C1N=c2ccccc2=C1c1c(O)n(-c2cccc(F)c2)[nH]c1=O,-6%,?,0%
CCn1cc(C(=O)N[C@@H](C)C(=O)OC)c(=O)c2cc3c(cc21)OCO3,.,-15%,5%
CC(=O)N1CCN(C(=O)CCc2nc3sc4c(c3c(=O)[nH]2)CCCC4)CC1,1%,-10%,-8%
O=C(/C=C/c1ccco1)Nc1cccnc1Cl,-11%,?,-6%
CN1CCN(c2ncc3nc(-c4cc(F)cc(F)c4)c(=O)n(-c4ccccc4)c3n2)CC1,.,-18%,4%
Cc1c(Cl)cccc1NC(=O)CSCC(N)=O,-2%,-5%,-16%
COC(=O)c1c(C)[nH]c(C(=O)OCc2csc(CC(=O)Nc3ccccc3C)n2)c1C,-1%,?,.
CC(=O)c1cccc(NC(=O)c2cc(Cl)sc2Cl)c1,2%,?,11%
CC(C)Cn1c(SCC(=O)NCCCN2CCCC2=O)nc2ccccc21,0%,-4%,-10%
O=C1N(CC(=O)N2CCc3ccccc32)CCN1Cc1ccc(Cl)cc1,5%,?,-1%
Cc1ccc(OCCC(=O)OCC(=O)Nc2cc(C)cc(C)c2)cc1,1%,12%,0%
O=C(CCCN1C(=O)C(c2ccccc2)Oc2cccnc21)Nc1ccccc1Cl (stereo not given),4%,-14%,15%
O=C(NCC(=O)N1CCN(c2ccccc2)CC1)c1ccco1,3%,?,-8%
COC(=O)[C@@]1(Cc2ccc(OC)cc2)[C@H]2c3cc(C(=O)N(C)C)n(Cc4nc5ccccc5[nH]4)c3C[C@H]2CN1C(=O)c1ccccc1,19%,.,-10%
COc1ccc(CCNC(=O)c2c(C)nn(-c3ccccc3)c2Cl)cc1,3%,?,-11%

# Overlap with the part before: two entries, then new ones.
SMILES,TDP1 inh,DT40 TDP1 no CPT,N370S GC mod
COC(=O)[C@@]1(Cc2ccc(OC)cc2)[C@H]2c3cc(C(=O)N(C)C)n(Cc4nc5ccccc5[nH]4)c3C[C@H]2CN1C(=O)c1ccccc1,19%,.,-10%
COc1ccc(CCNC(=O)c2c(C)nn(-c3ccccc3)c2Cl)cc1,3%,?,-11%
O=C(CCN1CCN(c2ccccc2)CC1)N/N=C/c1ccccc1O,0%,-118%,-22%
C[C@]12CCC(=O)C[C@@H]1CC[C@@H]1[C@@H]2CC[C@]2(C)[C@@H](C(=O)COC(=O)CCC(=O)O)CC[C@@H]12,.,?,-1%&-9%
Oc1ccc(Cl)cc1C=Nc1ccc(Br)cc1,5%,-29%,5%
Cc1ccc(C)c(NC(=O)COC(=O)CNC(=O)c2ccccc2Cl)c1,3%,-3%,0%
COc1cc(/C=C2\C(=O)ON=C2c2ccccc2)cc(Br)c1O,.,10µM*,-8%
Cc1ccc(C(C)NC(=O)Cc2cccs2)cc1C (stereo not given),5%,-4%,2%
CCOC(=O)CSc1ncnc2c1sc1nc(N3CCOCC3)c3c(c12)CCCC3,-3%,-25%,17%
COCCCNC(=O)/C=C/c1ccc(Cl)cc1,2%,-14%,7%
COC(=O)c1ccccc1NC(=O)CSc1n[nH]c(-c2ccncc2)n1,5%,?,-2%
CCOCCCNC(=O)Cc1ccc(OC)c(OC)c1,3%,-9%,3%
CC1(C)Cc2ccccc2-c2nnc(-c3ccc(O)cc3)n21,8%,-12%,-16%
COC(=O)c1ccc(COc2ccc(-c3nn[nH]n3)cc2)cc1,5%,-11%,-5%
COc1ccc(S(=O)(=O)c2cnc3ccccc3n2)cc1,1%,?,0%
CCSc1nnc(CCNC(=O)OC(C)(C)C)o1,1%,-17%,1%
Cc1cc(-c2n[nH]c(=S)o2)c(C)n1-c1ccccc1,6%,-10%,8%
CCN(CC)C(=O)CN1C(=O)C2(OCC(C)(C)CO2)c2ccccc21,0%,-4%,.
CC1=C(C(N)=O)C(c2ccc(C)o2)C(C(N)=O)=C(C)N1,5%,15%,-18%
COc1ccc(COc2cc(-c3cccc(OC)c3)nc3ccc(NC(=O)c4ccc(N(C)C)cc4)cc23)cc1,12%[96 µM],3.7µM*,-13%&-21%
CCN(c1ccccc1)S(=O)(=O)c1cc(C(=O)Nc2ccc(F)c(F)c2)ccc1F,-6%,?,-6%
C=CCn1c(COc2ccccc2)nnc1SCC(=O)O,1%,-12%,2%
CCOc1ccc(CNS(=O)(=O)c2ccc3c(c2)CCCN3C(C)=O)cc1OC,-2%,18µM*,.
CC(=O)Nc1ccc(S(=O)(=O)NCC(=O)OCC(=O)NNC(=O)c2ccccc2)cc1,0%,2%,.
O=C(NNC(=O)c1ccc(Cl)cc1Cl)c1cnccn1,.,26µM*,-4%
CCCC1Cc2[nH]c(=O)c(C#N)cc2CO1 (stereo not given),.,6%,1%
CCN(CC)c1ccc(NC(=O)c2cc3c(=O)n4cccc(C)c4nc3n2C)c(C)c1,1%,?,.
CC(C)N1CCC(N2CCN(C/C=C/c3ccccc3)CC2CCO)CC1 (stereo not given),-6%,?,-1%
CCOC(=O)N1CCN(C(=O)c2ccccc2N(Cc2ccccc2)S(=O)(=O)c2ccc(OC)cc2)CC1,6%,3.3µM*,-4%
Cc1nn(C(=O)c2ccoc2C)c(N)c1-c1ccccc1,4%,?,9%
CC(=O)Nc1ccc([N+](=O)[O-])cn1,-1%,1%,-8%
COc1ccc(C(=O)NCC(c2cccnc2)N2CCN(c3ccccc3)CC2)cc1OC (stereo not given),5%,-21%,2%
O=C(O)CNC(=O)c1cccc(C(F)(F)F)c1,9%,-8%,2%
C=CCNC(=S)NNC(=O)COc1ccc(Br)cc1,3%,-2%,4%
Cn1c(=O)oc2cc(S(=O)(=O)N3CCC(C(=O)NCc4ccc(F)cc4)CC3)ccc21,4%&4%,-9%&-17%,-2%
O=C(OCc1c(Cl)cccc1Cl)c1cccnc1Cl,-3%,-16%,12%
CCOc1ccc(CCNC(=O)c2sc3ncccc3c2-n2c(C)ccc2C)cc1,9%,15µM*,.
CC(O)C(NS(=O)(=O)c1ccc(Cl)cc1)C(=O)OCC(=O)Nc1cccnc1Cl (stereo not given),7%,-26%,2%
COc1ccc(NC(=O)C2CSC(C)(C)N2C=O)cc1 (stereo not given),-5%,0%,-4%
O=C(COc1ccc(Cl)cc1)NC(=S)Nc1ccccc1N1CCOCC1,2%,-3%,-6%
Cc1cc(C)c2c(=O)cc(C(=O)NCc3ccccc3)oc2c1,.,-14%,4%
Cc1n[nH]c(=O)nc1N/N=C/c1ccco1,0%,-1%,-7%
CCOC(=O)CC(=O)NC(C)(C)CCCCC(C)(C)NC(=O)CC(=O)OCC,.,-15%,18%
Cc1cc(OCC(=O)NCC(O)c2ccccc2)c2c(C)cc(=O)oc2c1 (stereo not given),4%,-1%,6%
COc1ccc(/C=N/c2nc3ccccc3n2CCN2CCCCC2)cc1OC,-1%,-11%,.
C(=N\Nc1ncnc2ccccc12)/c1ccccc1,6%,4.6µM*,-13%
CCn1c(CSc2nnc(-c3ccncc3)n2CCOC)nc2cc(C(=O)O)ccc21,2%,-7%,7%

# Filtered by structure: the compounds so far containing a COOH group (4)
SMILES,TDP1 inh,DT40 TDP1 no CPT,N370S GC mod
C[C@]12CCC(=O)C[C@@H]1CC[C@@H]1[C@@H]2CC[C@]2(C)[C@@H](C(=O)COC(=O)CCC(=O)O)CC[C@@H]12,.,?,-1%&-9%
C=CCn1c(COc2ccccc2)nnc1SCC(=O)O,1%,-12%,2%
O=C(O)CNC(=O)c1cccc(C(F)(F)F)c1,9%,-8%,2%
CCn1c(CSc2nnc(-c3ccncc3)n2CCOC)nc2cc(C(=O)O)ccc21,2%,-7%,7%

# The results go on:
SMILES,TDP1 inh,DT40 TDP1 no CPT,N370S GC mod
O=C(CCNS(=O)(=O)c1ccccc1Cl)N1CCN(c2ccccn2)CC1,2%,-22%,.
COc1ccc(-c2nc3c(s2)CN(S(C)(=O)=O)CC3)cc1OC,.,-10%,-11%
COc1ccc2oc(C(=O)OCC(=O)N3CCCC(C)C3)c(C)c2c1 (stereo not given),.,-4%,-14%
CC(=O)O/N=C(/c1nonc1N)N1CCN(c2ccc([N+](=O)[O-])cc2Cl)CC1,4%,2%,-8%
CCc1ccc2ncc3c(-c4ccccc4)nn(-c4ccccc4)c3c2c1,-7%,13µM*,.
C=CCN=c1scc(C)n1/N=C/c1ccc(O)c(O)c1,6%,7.3µM*,-20%
CC1Cc2ccccc2N1c1ncnc2c1nnn2Cc1ccccc1Cl (stereo not given),1%[56.1 µM],?,26%
CC(C)NC(=O)COC(=O)c1ccccc1C(=O)c1ccccc1,1%,13%,4%
Cc1ccc(C2=NNC(C(O)C(O)C(O)C(C)O)S2)cc1 (stereo not given),9%,-7%,-2%
CCCc1[nH]nc2c1C(c1c(C)nn(-c3ccccc3)c1Cl)C(C#N)=C(N)O2 (stereo not given),8%,?,?
O=C1NCC(NC(=O)C(F)(F)F)c2cc3c(cc21)OCO3 (stereo not given),-1%,-7%,-1%
Cc1cccc2c1-c1sc(C(=O)NCCCN3CCN(c4ccccc4F)CC3)cc1CO2,2%,6.5µM*,.
CCN1/C(=N\N)c2cccc3cccc1c23,-3%,21µM*,12%
CC(CCc1ccccc1)NC(=O)CNC(=S)N(Cc1cccs1)C1CCCC1 (stereo not given),1%,?,11%
Cc1nnc(SCC(=O)NCc2ccco2)n1-c1ccc(F)cc1,2%,0%,6%
CN1/C(=C/C=C(C#N)C#N)C=Cc2ccccc21,3%,-12%,2%
C=C(C)C1CC=C(C)/C(=N/NC(=O)COc2ccccc2Cl)C1 (stereo not given),7%,-11%,3%
CN1CCN(c2nc(-c3ccccc3)nc(-c3ccc(F)cc3)c2C#N)CC1,0%,?,?
Cc1ccc(N=Nc2c(O)[nH]c3ccc(F)cc23)cc1,5%,-9%,-1%
CCOc1ccc(-c2c(C(=O)N/N=C/c3ccc(C)o3)nnn2-c2nonc2N)cc1,-2%,-2%,7%
CC1=C(C(=O)Nc2ccc(C)cc2C)C(c2cccs2)n2nc(SCc3ccccc3Cl)nc2N1 (stereo not given),6%,6.5µM*,.
O=C1c2cccc3cccc(c23)C(=O)N1c1ccccc1Cl,.,?,?
CC(=O)Nc1ccc(NC(=O)COC(=O)c2ccccc2SCC(=O)N2CCCC2)cc1,-8%,-25%,-6%
O=C(COC(=O)c1cccc(C(F)(F)F)c1)NCc1ccc(Cl)cc1,2%,7%,6%
Cn1c(=O)c(C(=O)NNC(=O)c2ccc(Br)cc2)c(O)c2ccccc21,.,18µM*,8%
CC(C)COc1nc2ccccc2c(=O)n1OCC(=O)O,0%,9%,12%
CCOC(=O)/C=C1\CC(=O)Nc2cc(C)c(C)cc2N1,0%,-18%,2%
O=C(Nc1ccccc1Cl)c1ccc2ccccc2c1,.,-9%,0%
CC(Oc1ccccc1)c1ccnc2nc(N3CCOCC3)nn12 (stereo not given),3%,?,2%
O=c1nc2ccccc2c2n1CC(CN1CCN(c3ccc(F)cc3)CC1)N2 (stereo not given),0%,?,-3%
Cc1cc(C)cc(OCC(O)CN2CC(C)OC(C)C2)c1 (stereo not given),.,-9%,-10%
COC(=O)[C@H]1O[C@@H](c2cc(OC)c(C)c(OC)c2OCc2ccccc2)[C@H](C)[C@@H]2O[C@]12C,6%,.,5%
CCCNC(=O)c1cccc(Br)c1,4%,3%,-4%
CCCCCCCCCc1nc2sc3c(c2c(=O)n1NC(=O)c1ccc([N+](=O)[O-])cc1)CC(C)(C)OC3,2%,?,3%
COc1cc(NC(=O)CSc2nnc3c(n2)[nH]c2ccc(S(=O)(=O)NC(C)C)cc23)cc(OC)c1OC,-12%,1%,-4%
CCOc1ccccc1C(=O)N1CCCCC1CCN1CCOCC1 (stereo not given),0%,8%,.
CN(C)CCCn1c(N)c(C#N)c2nc3ccccc3nc21,.,?,?
O=C1N(Cc2cccnc2)C[C@@H]2C[C@@H](c3cccc(Oc4ccccc4)c3)N3CCC[C@@]123,.,?,6%
Cn1c2ccccc2c2cc(/C=N/NC(=O)c3cc(O)cc(O)c3)ccc21,.,?,0%
COc1ccc(-c2n[nH]c(C)c2-c2ccc(Cl)cc2)c(O)c1,8%,?,.
COc1cc(/C=C2\N=C(c3ccccc3)NNC2=O)cc(OC)c1OC,7%,4.6µM*,-3%
CCn1cc(C(=O)NCc2cccnc2)c(=O)c2cc(F)c(N3CCN(C(=O)c4ccco4)CC3)cc21,7%,21µM*,-4%

# Screening data from PubChem BioAssay.
